NCI-60 one-dose screen, 48 h, at 10 µM unless noted. Numbers give growth in % (100 = growth as untreated, 0 = no growth, -100 = all killed).
IGROV1 – IGROV1 ovarian cancer; hit rate 4.7% among 79,000
NCI/ADR-RES – NCI/ADR-RES ovarian cells. hit rate 4.4% among 81,000
KM12 – KM12 colon cancer cells; hit rate 5% among 82,000; AID 1794800
NCI-H522 – NCI-H522 lung cancer. hit rate 8% among 78,000. AID 1794739
NCI-H322M – NCI-H322M lung cancer. hit rate 2.7% among 80,000. AID 1794733
NCI-H460 – NCI-H460 lung cancer; hit rate 6.8% among 82,000; AID 1794736
COLO 205 – COLO 205 colon cancer; hit rate 7.3% among 79,000
NCI-H23 – NCI-H23 lung cancer. hit rate 4% among 80,000. AID 1794731
NCI-H226 – NCI-H226 lung cancer. hit rate 3.5% among 79,000. AID 1794732
* hit, by the source's call; / = not tested or not shown; & = joins results of further samples; [ ] = another dose, or the depositor's remark. How the source made its calls: active means growth percent below 10; inactive means the rest. Not a hit list. About 12% of those tested had a hit in this group.

SMILES | IGROV1 | NCI/ADR-RES | KM12 | NCI-H522 | NCI-H322M | NCI-H460 | COLO 205 | NCI-H23 | NCI-H226
O=C(c1ccccc1)C(O)(c1ccccc1)c1ccccc1 | 99 | 104 | 87 | 96 | 94 | 105 | 121 | 105 | 109
CC(=O)Nc1ccc2nc(NC(=O)c3ccc(OC(C)=O)cc3)sc2c1 | 93 | 92 | 90 | 84 | 83 | 89 | 110 | / | 90
CNc1nnnn1Cc1ccccc1 | 119 | 115 | 110 | 93 | 112 | 116 | 118 | 113 | 106
CCOC(=O)/C=C/c1cccc(F)c1 | 111 | 110 | 106 | 96 | 108 | 106 | 108 | 105 | 98
COc1cc(-c2nc(SCCC(C)C)nc(Nc3ccc(F)cc3)c2C#N)cc(OC)c1OC | 70 | 78 | 79 | 75 | 63 | 21 | 80 | 84 | 90
N#C/C(C(=O)Nc1ccc(S(N)(=O)=O)cc1)=C1\C(=O)N(Cc2ccccc2)c2ccccc21 | 104 | 100 | 99 | 73 | 101 | 99 | / | 90 | /
O=c1oc2ccccc2cc1-c1ccnc2[nH]c(=S)[nH]c(=O)c12 | 86 | 86 | 86 | 89 | 101 | 101 | 99 | 79 | 85
COc1ccc(C(=O)/C=C/c2ccc(OCc3ccc(Cl)cc3)c(OC)c2)cc1OC | 73 | 55 | 55 | 68 | 71 | 62 | 88 | / | 56
c1ccc(-c2nc3ccccc3nc2-c2ccc(Sc3ccc(-c4nc5ccccc5nc4-c4ccccc4)cc3)cc2)cc1 | 86 | 101 | 102 | 95 | 125 | 113 | 132 | 96 | 97
COc1ccc(C(=O)Nc2ccc(-n3cnc4ccccc43)cc2)cn1 | 90 | 69 | 29 | 60 | 92 | 85 | 95 | 59 | 55
CC(C)(C)OC(=O)NCCn1cc(-c2nc(-c3c[nH]c4ncccc34)cs2)c2ccccc21 | 60 | 90 | 90 | 93 | 96 | 98 | 105 | 83 | 83
COC(=O)C(c1ccccc1)c1ccccc1 | 99 | 102 | 109 | / | 101 | 106 | 112 | 106 | 103

Arranged by SMILES length (rising): part of the list above
SMILES | IGROV1 | NCI/ADR-RES | KM12 | NCI-H522 | NCI-H322M | NCI-H460 | COLO 205 | NCI-H23 | NCI-H226
CNc1nnnn1Cc1ccccc1 | 119 | 115 | 110 | 93 | 112 | 116 | 118 | 113 | 106
COC(=O)C(c1ccccc1)c1ccccc1 | 99 | 102 | 109 | / | 101 | 106 | 112 | 106 | 103
CC(C)(C)OC(=O)NCCn1cc(-c2nc(-c3c[nH]c4ncccc34)cs2)c2ccccc21 | 60 | 90 | 90 | 93 | 96 | 98 | 105 | 83 | 83

Next section.
SMILES | IGROV1 | NCI/ADR-RES | KM12 | NCI-H522 | NCI-H322M | NCI-H460 | COLO 205 | NCI-H23 | NCI-H226
CC(=O)C1=C(C)NC(=O)NC1c1ccccc1 (stereo not drawn) | 103 | 105 | 102 | 91 | 107 | 105 | 118 | 103 | 100
N#CC[n+]1ccc2ccccc2c1 | 83 | 98 | 98 | 94 | 97 | 102 | 104 | 93 | 92
C#CCOC(=O)[C@H](CC)[C@H]1CC[C@H](C)[C@H]([C@@H](C)[C@H](O)[C@H](C)C(=O)[C@H](CC)C2O[C@]3(C=CC(=O)[C@]4(CC[C@@](C)([C@H]5CC[C@](O)(CC)[C@H](C)O5)O4)O3)[C@H](C)C[C@@H]2C)O1 (stereo partly drawn) | 69 | 76 | 80 | 82 | 101 | 79 | 102 | 81 | 78
OCCN(CCO)c1cccc(Cl)c1 | 100 | 105 | 116 | 98 | 105 | 112 | 120 | 110 | 111
CC(C)=CCC/C(C)=C/CSc1nnc(-c2c(C)nc3ccc(Cl)cn23)o1 | 57 | 90 | 91 | 95 | 79 | 90 | 95 | 85 | 82
COC(=O)c1ccc(-n2cc(CCCOS(=O)(=O)c3ccc(-c4ccccc4)cc3)nn2)cc1 | 97 | 100 | 106 | 90 | 105 | 102 | 117 | 102 | 93
O=C(NC1CCc2ccccc21)c1ccccc1 (stereo not drawn) | 112 | 110 | 100 | 104 | 101 | 105 | 111 | 99 | 107
Oc1ccccc1-c1n[nH]c(/C=C/c2ccc(Br)cc2)n1 | 99 | 89 | 92 | 83 | 91 | 102 | 99 | 88 | 102
Clc1ccc(OCCOc2ccc(Cl)cc2Cl)c(Cl)c1 | 106 | 101 | 100 | 75 | 108 | 108 | 103 | 92 | 101
COc1ccc(/C=C2/SC(N3CCN(c4ccc(C)c(Cl)c4)CC3)=NC2=O)cc1OC | 96 | 98 | 100 | 89 | 98 | 102 | 111 | 98 | 102
CC/C=C\C=C/C(=O)N/C=C/CC1Cc2cccc(O)c2C(=O)O1 (stereo not drawn) | 79 | 57 | 42 | 55 | 119 | 130 | 94 | 77 | 110
Clc1ccc(-n2ccc(-c3nn[nH]n3)n2)cc1 | 100 | 103 | 109 | 87 | 94 | 104 | 113 | 95 | 93

Next section, starting with the last two of the part before.
SMILES | IGROV1 | NCI/ADR-RES | KM12 | NCI-H522 | NCI-H322M | NCI-H460 | COLO 205 | NCI-H23 | NCI-H226
CC/C=C\C=C/C(=O)N/C=C/CC1Cc2cccc(O)c2C(=O)O1 (stereo not drawn) | 79 | 57 | 42 | 55 | 119 | 130 | 94 | 77 | 110
Clc1ccc(-n2ccc(-c3nn[nH]n3)n2)cc1 | 100 | 103 | 109 | 87 | 94 | 104 | 113 | 95 | 93
CCCCN(C(=O)c1ccc2c(c1)NC(=O)CS2)c1ccccc1 | 101 | 99 | 101 | 85 | 106 | 120 | 107 | 101 | 92
O=C1OC(=O)C2C1C1(Cl)C(Cl)=C(Cl)C2(Cl)C2C(=O)OC(=O)C21 (stereo not drawn) | 109 | 108 | 106 | / | 107 | 107 | 94 | 101 | 97
CN1CCN(CCNC(=O)Nc2ncccc2OCc2cccc(F)c2)CC1 | 109 | 95 | 84 | 90 | 96 | 100 | 103 | 90 | 88
COc1cc(C(C)=O)ccc1O | 103 | 106 | 105 | 89 | 102 | 109 | 120 | 102 | 88
CCN(CC)CCCC(Cc1ccccc1)Nc1c2ccc(Cl)cc2nc2ccc(OC)cc12 (stereo not drawn) | 33 | 45 | 45 | 1.9* | 9.3* | 29 | -42* | 67 | 84
CCOC(CN1CCCC1)OCC | 113 | 101 | 102 | 98 | 113 | 108 | 114 | 103 | 99
NNC(=O)C(Cc1ccccc1)NC(=O)c1ccccc1[N+](=O)[O-] (stereo not drawn) | 104 | 105 | 117 | 101 | 95 | 107 | 113 | 98 | 101
CC(=O)Oc1cc(NS(=O)(=O)c2ccc(C)cc2)ccc1C(=O)O | 112 | 103 | 102 | 93 | / | 104 | 116 | 97 | 101
CN(C)CCCN1CN(CCCN(C)C)CN(CCCN(C)C)C1 | 111 | 106 | 111 | 87 | 111 | 105 | 111 | 104 | 101
O=[N+]([O-])c1ccc(CSc2ncc(Br)c(SCc3ccc([N+](=O)[O-])cc3)n2)cc1 | / | 85 | 83 | 79 | 114 | 93 | 108 | 68 | 84
N#Cc1ccc(C(=O)COc2ccc(NC(=O)Nc3ccccc3)cc2)cc1 | 104 | 92 | 73 | 76 | 94 | 93 | 97 | / | 83
Cn1cc(-c2nc3c(F)cc4[nH]ncc4c3c3c2CCCC3)c(C(F)(F)F)n1 | 24 | 60 | 24 | 0.5* | 48 | 38 | 36 | 38 | 67
CCCCCCCC/C=C\CCCCCCCC(=O)OCCCCCCCCCCCCCCCCCC | 109&111 | / | 103&95 | 106&106 | 126&111 | 114&107 | 121&109 | 102&90 | 98&80
O=C(Oc1ccc([N+](=O)[O-])cc1)c1ccc(C[n+]2ccccc2)cc1 | 102 | 107 | 107 | / | 94 | 102 | 118 | 106 | 95
Cc1cccc(N2C(=O)CC(c3ccc4c(c3)OCO4)C3=C2COC3=O)c1 (stereo not drawn) | 97 | 102 | 104 | 79 | 101 | 104 | 103 | 96 | 86
CCN(CC)CCOC(=O)C1c2ccccc2-c2ccccc21 | 106 | 101 | 104 | 103 | 114 | 117 | 93 | 104 | 105
CC(=O)Nc1ccc(/C=C/C=C\c2cccc([N+](=O)[O-])c2)cc1 | 100 | 86 | 77 | 92 | 113 | 88 | 100 | 105 | 89
CCCCCCCCN(CCO)CCCCCCCC | 105 | 105 | 110 | / | 96 | 106 | 107 | 103 | 93
O=C1C(O)=C(O[C@@H]2OC(CO)[C@@H](O)[C@@H](O)C2O)C(=O)c2ccccc21 (stereo partly drawn) | 108 | 99 | 99 | 103 | 110 | 114 | 122 | 100 | /
CN(Cc1ccccc1)c1nc(Cl)c(/C=C/C(=O)c2ccc(Cl)cc2)s1 | 34 | 75 | 46 | 77 | 96 | 36 | 74 | 75 | 78
Nc1c(-c2ccc3c(c2)OCCO3)oc2ccc(Cl)cc2c1=O | 111 | 94 | 101 | 79 | 110 | 109 | 119 | 102 | 89
Oc1ccc(C#CCOc2ccccc2)cc1CNCCN(Cc1ccccn1)Cc1ccccn1 | 13 | 0.6* | 19 | 9.5* | 14 | 5.6* | 13 | 17 | 8.2*
Cc1c(Cl)ccc2c(C(=O)Cl)cc(-c3ccccc3)nc12 | 107 | 101 | 102 | 95 | 103 | 98 | 111 | 99 | 91
O=C(O)CCN1C(=O)/C(=C/c2ccc(Cl)cc2)SC1=S | 114 | 104 | 102 | 95 | 102 | 106 | 113 | 100 | 102
COc1ccc(C=NCCN=Cc2ccc(OC)c(OC)c2)cc1OC | 118 | 107 | 114 | 112 | 119 | 111 | 132 | 98 | 109
CC(=O)[C@@]1(O)CC[C@H]2[C@@H]3CC[C@@H]4CC(=O)CC[C@]4(C)[C@H]3[C@@H](O)C[C@@]21C | 103 | 103 | 101 | 88 | 105 | 110 | 95 | 97 | 96
C=C(C(=O)O)[C@@H]1CC/C(C)=C/CC[C@@]2(C)O[C@H]2[C@H]1O | 106 | 104 | 103 | 68 | 93 | 108 | 109 | 96 | 81
CC(NC(=O)CSCC1NC(=O)C2C(N1)SC1CCCC12)C1CNN(C)C1 (stereo not drawn) | 99 | 95 | 104 | 89 | 98 | 99 | 102 | 96 | 87
O=C1c2ccccc2C(=O)N1Cc1ccc([N+](=O)[O-])cc1 | 89 | 112 | 105 | 87 | 103 | 107 | 110 | 102 | 104
Oc1cc2c(cc1Nc1ncnc3c1oc1ccccc13)CCCC2 | 83[50 µM] | 89[50 µM] | 85[50 µM] | 83[50 µM] | 91[50 µM] | 74[50 µM] | 104[50 µM] | 82[50 µM] | 82[50 µM]
COC(=O)C(=[N+]=[N-])C(=O)c1ccc([N+](=O)[O-])o1 | 98 | 93 | 95 | -62* | 103 | 94 | 23 | 78 | /
O=C(CCCN1CCC(O)(c2cccc(C(F)(F)F)c2)CC1)c1ccc(F)cc1 | 99 | 87&103 | 96&109 | 92 | 91&127 | 101&109 | 84&93 | 90&104 | 89&104
O=C(CSc1nnc(-c2cc(-c3ccccc3)nc3ccccc23)o1)c1ccc(Br)cc1 | 102 | 107 | 107 | / | 103 | 106 | 119 | 106 | 104
Clc1ccc(Nc2ccc3nnc(-c4ccncc4)n3n2)cc1 | 74 | 88 | 65 | 72 | 91 | 97 | 85 | 88 | /
C#CCOc1ccc2ncnc(N3CCN(C(=O)C=C)CC3)c2c1 | 61[8.25 µM] | 82[8.25 µM] | 107[8.25 µM] | 41[8.25 µM] | 74[8.25 µM] | 103[8.25 µM] | 107[8.25 µM] | 94[8.25 µM] | 62[8.25 µM]
COc1ccc(C(=O)COc2cccc(/C=C3\COc4ccc5ccccc5c4C3=O)c2)cc1 | / | 46 | 68 | 44 | 147 | 62 | 123 | 59 | 73
CCCCC(CC)(CO)CO | 108 | 110 | 110 | 167 | 108 | 113 | 109 | 111 | 94
c1ccc(CNc2nc(Nc3ccc(-c4nc5ccccc5[nH]4)cc3)c3cn[nH]c3n2)cc1 | 36 | 6.3* | 9.4* | -46* | 29 | 4.1* | -60* | 14 | 40
O=C(O)c1cccc(-n2c(O)c(C=C3N=c4ccccc4=N3)sc2=S)c1 | 97 | 114 | 103 | 97 | 99 | 99 | 105 | 97 | 95
CCC(=O)c1ccc(OCCN(CC)CC)cc1 | 105 | 99 | 105 | 83 | 100 | 110 | 121 | 94 | 109
O=c1cc[nH]cc1 | 122 | 105 | 101 | / | 82 | 105 | 128 | 103 | 100
Cc1cc(Nc2ccc(C)c(Cl)c2)n2nc(C(F)(F)F)nc2n1 | 15 | / | 62 | 36 | 93 | 69 | 38 | 64 | 21
C=C(C)[C@@H]1CC[C@]2(C(=O)N3CCN(C)CC3)CC[C@]3(C)[C@H](CC[C@@H]4[C@@]5(C)CC[C@H](OP(=O)(OCC)OCC)C(C)(C)[C@@H]5CC[C@]43C)[C@@H]12 | 93 | 82 | 94 | 82 | 101 | 91 | 91 | 83 | 76
COc1cc(-c2noc(-c3ccc(N)cc3)n2)cc(OC)c1OC | 92 | 91 | 80 | 81 | 99 | 98 | 102 | 91 | 85
Cc1ccc2[nH]cc(-c3nc(-c4c[nH]c5ncccc45)cs3)c2c1 | 66 | 74 | 69 | 77 | 88 | 35 | 26 | 67 | 81
COc1ccc(/C(=N/NS(=O)(=O)c2ccc([N+](=O)[O-])cc2)C2COC(=O)C2)cc1OC (stereo not drawn) | 109 | 99 | 102 | 86 | 107 | 90 | 103 | 104 | 104
COc1ccc2nc(NC(=O)c3cc(-c4ccc(F)cc4)n4nc(-c5ccccc5)cc4n3)sc2c1 | 101 | 71 | 74 | 96 | 83 | 79 | 76 | 54 | 84

A stretch of the results above, as a working copy:
SMILES | IGROV1 | NCI/ADR-RES | KM12 | NCI-H522 | NCI-H322M | NCI-H460 | COLO 205 | NCI-H23 | NCI-H226
COc1ccc(/C(=N/NS(=O)(=O)c2ccc([N+](=O)[O-])cc2)C2COC(=O)C2)cc1OC (stereo not drawn) | 109 | 99 | 102 | 86 | 107 | 90 | 103 | 104 | 104
COc1ccc2nc(NC(=O)c3cc(-c4ccc(F)cc4)n4nc(-c5ccccc5)cc4n3)sc2c1 | 101 | 71 | 74 | 96 | 83 | 79 | 76 | 54 | 84

Assay outcomes from PubChem.
